Screening data deposited in PubChem BioAssay by several laboratories.
BAP1 inh = human BAP1 deubiquitinase inhibition; Q92560; recombinant BAP1, Ub-AMC hydrolysis fluorescence kinetic; stronger effect = lower value; activity remaining (% of control), % at 20 µM; hit rate 0.48% among 72,000;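 active = activity remaining at or below 50% of control, provided the compound also passes the data quality filters; inactive = the rest, including low values that fail the filters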;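 note: 100% = DMSO wells rate and 0% = substrate alone blank rate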
Target sequence (Q92560 whole entry, looked up): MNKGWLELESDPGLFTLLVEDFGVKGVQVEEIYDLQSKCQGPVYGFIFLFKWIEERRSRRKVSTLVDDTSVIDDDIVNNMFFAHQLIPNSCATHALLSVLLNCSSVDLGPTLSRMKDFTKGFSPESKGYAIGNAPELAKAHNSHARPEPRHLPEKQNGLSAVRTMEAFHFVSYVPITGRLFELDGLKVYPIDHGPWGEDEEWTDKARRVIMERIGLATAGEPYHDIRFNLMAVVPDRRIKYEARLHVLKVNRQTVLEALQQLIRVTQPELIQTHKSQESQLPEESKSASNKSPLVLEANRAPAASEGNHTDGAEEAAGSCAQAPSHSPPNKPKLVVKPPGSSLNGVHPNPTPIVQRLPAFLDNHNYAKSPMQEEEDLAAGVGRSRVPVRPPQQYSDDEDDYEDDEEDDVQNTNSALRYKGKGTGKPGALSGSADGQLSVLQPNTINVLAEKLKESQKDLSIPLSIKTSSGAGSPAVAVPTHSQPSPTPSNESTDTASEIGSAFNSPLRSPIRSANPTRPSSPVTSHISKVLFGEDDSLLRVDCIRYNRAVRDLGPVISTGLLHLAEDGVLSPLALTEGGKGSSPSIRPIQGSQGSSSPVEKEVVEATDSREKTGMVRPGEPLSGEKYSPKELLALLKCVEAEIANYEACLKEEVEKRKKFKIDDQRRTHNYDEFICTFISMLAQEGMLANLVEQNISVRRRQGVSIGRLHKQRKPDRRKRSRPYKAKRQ
HePTP inhibitor = inhibitors of human HePTP phosphatase; hit rate 0.64% among 110,000; recombinant HePTP phosphatase activity, OD absorbance; P35236; inhibition, % at 20 µM; in the data active = inhibition above about 50%;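 note: plate controls were vehicle for no effect and reference inhibitor for full effect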
Target sequence (P35236 whole entry, looked up): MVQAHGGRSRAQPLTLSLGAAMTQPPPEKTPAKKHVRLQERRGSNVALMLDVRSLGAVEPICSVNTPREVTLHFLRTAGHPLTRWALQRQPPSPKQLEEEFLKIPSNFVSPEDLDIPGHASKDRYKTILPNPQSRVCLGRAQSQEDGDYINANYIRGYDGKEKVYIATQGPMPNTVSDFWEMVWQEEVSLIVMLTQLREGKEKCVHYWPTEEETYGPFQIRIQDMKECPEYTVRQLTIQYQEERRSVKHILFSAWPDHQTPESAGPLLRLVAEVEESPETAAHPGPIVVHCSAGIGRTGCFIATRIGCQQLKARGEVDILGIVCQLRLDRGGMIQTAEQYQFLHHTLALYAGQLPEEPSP
* hit, by the source's call; · = not tested or not shown; & = joins results of further samples. Outcome played no part in choosing rows; 0.91% or so of the library scored in one or more.

SMILES	BAP1 inh	HePTP inhibitor
CCOc1ccc(N(CC(=O)Nc2cccc(C)c2)S(C)(=O)=O)cc1	·	-12
Cc1cc(C)n(S(=O)(=O)c2ccc3ccccc3c2)n1	92	-3
Cc1cc(NCCO)nc(-n2nc(C)cc2C)n1	·	2
COc1ccc(NC2SC(=O)N(CC(=O)O)C2=O)cc1 (configuration not stated)	79	3
CCOC(=O)c1cnc2nc(Cc3ccccc3)[nH]n2c1=O	84	9
O=S1(=O)C=C(Sc2nnc(-c3ccccc3)o2)c2ccccc21	56	5
COc1ccc(-c2ccc(/C=N/NC(=O)c3cccnc3)o2)cc1Cl	·	-2
Cc1ccc(OCC(=O)Nc2cccc(I)c2)cc1	·	-4
O=c1cc(-c2ccccc2)[nH]c2nc3ccccc3n12	·	5
CN(C)S(=O)(=O)c1cccc(C(=O)Nc2cc(Cl)ccc2O)c1	86	5
CCn1c(=O)cc(O)c2c(=O)n(C)c(=O)n(C)c21	111	6
Cc1nnc(SCC(=O)NCCc2ccccc2)[nH]c1=O	73	-5
C=CCOC(=O)C1=C(C)Nc2nc3ccccc3n2C1c1ccncc1 (configuration not stated)	82	-7
CCOC(=O)c1nn2c(C(F)(F)F)cc(-c3ccc(OC)cc3)nc2c1Cl	93	·
COc1ccc(Cn2c(-c3ccco3)nc3oc4ccccc4c(=O)c3c2=O)cc1	113	8
O=C(NS(=O)(=O)c1ccccc1)c1ccccc1F	·	2
Cc1cc(NC(=O)Nc2ccccc2)n(-c2ccccc2)n1	120	8
CCOC(=O)CCNC(=O)C(c1ccccc1)c1ccccc1	·	6
FC(F)(F)c1cccc(NC(=S)NCc2ccc(Cl)cc2)c1	·	10
CC1CCN(C(=O)CSCc2cccc(Br)c2)CC1	·	-11
CC(C)(C)c1cc(Br)ccc1OCC(=O)Nc1ccccc1C(N)=O	·	-10
CCOC(=O)Nc1cc(C(=O)OCC)c(C)nc1C	·	-2
Cc1nc(N2CCOCC2)[nH]c(=O)c1CCC(C)C	86	-8
COC(=O)c1cn(CC(=O)NCc2ccco2)c2ccccc12	124	3
Cn1c(=O)c(C(=O)Nc2ncccc2O)c(O)c2ccccc21	·	-6

Exported as a markdown table: entries from further up
| molecule | BAP1 inh | HePTP inhibitor |
| --- | --- | --- |
| O=C(NS(=O)(=O)c1ccccc1)c1ccccc1F | · | 2 |
| CC1CCN(C(=O)CSCc2cccc(Br)c2)CC1 | · | -11 |
| O=c1cc(-c2ccccc2)[nH]c2nc3ccccc3n12 | · | 5 |
| COc1ccc(-c2ccc(/C=N/NC(=O)c3cccnc3)o2)cc1Cl | · | -2 |

Carrying on.
SMILES	BAP1 inh	HePTP inhibitor
CCC(=O)Nc1nc2ccccc2n1CCN(CC)CC	86	12
NC(=O)c1ccccc1NC(=O)c1cccc(Cl)c1	·	-5
Oc1ccc(Cl)cc1-c1cc(-c2ccccc2)n[nH]1	72	6&-25
COCc1ccccc1P(=O)(c1ccccc1)c1ccccc1	·	11
C=CCn1c(COc2ccccc2)nnc1SCC(=O)Nc1ccc2c(c1)OCCO2	96	4
COC(=O)c1c(-c2ccncc2)csc1NC(=O)c1ccoc1C	182	9
Cc1cc(Nc2ccncc2)n2c(nc3ccccc32)c1C#N	189	·
CC1C(=O)N(C)C(=O)c2nc[nH]c21 (configuration not stated)	99	·
COc1ccc(CN(CCC(c2ccccc2)C2CCOC(C)(C)C2)C(C)=O)cc1 (configuration not stated)	·	6
NS(=O)(=O)c1ccc(NC(=O)CCN2C(=O)S/C(=C\c3ccc(Cl)cc3)C2=O)cc1	·	-6
Cc1cccc(/C(N)=N/OC(=O)c2ccc(I)cc2)c1	·	7
O=C(/C=C/c1ccc(OCc2ccccc2)cc1)c1ccc(Cl)cc1	·	-1
Cc1ccc(-n2ncnc2-c2ccc(Cl)cc2)cc1Cl	·	6
CC1CC(N(C(=O)c2ccco2)c2ccccc2)c2ccccc2N1 (configuration not stated)	101	4&-8
C=C(C)Cn1c(COc2cccc(C)c2)n[nH]c1=S	·	-1
C=C(C)C(=O)Nc1cccc(C(=O)NCC(C)C)c1	·	7
COCC(C)n1c(COc2ccccc2F)nnc1SCc1c(C)noc1C (configuration not stated)	85	12
CC1CCC(C(C)C)C(OC(=O)C[n+]2cc(-c3ccc(Cl)cc3)n3c2CCC3)C1 (configuration not stated)	128	·
CCc1ccc(N2N=C(C)/C(=C\c3cc(Br)c(O)c(OC)c3)C2=O)cc1	·	9
CC(C)CC(=O)Nc1cccc(-c2nc3ccccc3o2)c1	60	0
COc1ccc(CN(C(=O)c2cccs2)c2nccs2)cc1OC	90	-4
CC1=C(C(=O)OCC(Cl)(Cl)Cl)C(c2ccccc2F)NC(=O)N1 (configuration not stated)	·	-1
Cc1ccc(-n2nc3c(c2NC(=O)c2cc(Cl)ccc2[N+](=O)[O-])CSC3)cc1	52	·
CCn1c(CC(C)C)n[nH]c1=S	97	-1
O=C(Nc1ccc(-c2nc3ccccc3s2)c(O)c1)c1ccncc1	·	1
SMILES	BAP1 inh	HePTP inhibitor
CCN(CC)c1ccc(C2NC(=O)NC(C)=C2C(=O)OCCOc2ccccc2)cc1 (configuration not stated)	·	-8
COC(=O)C(NC(=O)c1ccccc1)=C(C)C	91	-4
O=C(Nc1ccc(-c2nc3ccccc3c(=O)o2)cc1)c1cccc([N+](=O)[O-])c1	·	-8
CC12CCC(C(=O)N3CCc4ccccc4C3)(OC1=O)C2(C)C (configuration not stated)	229	·
CCn1c(SCC(=O)Nc2nc(-c3ccc(C)cc3)cs2)nnc1-c1ccccc1O	·	5
O=C(Nc1ccc(I)cc1)c1ccc(C(=O)Nc2ccc(I)cc2)cc1	74	·
O=C(CSc1nnnn1-c1ccccc1)NC1CCCC1	·	1
COC(=O)c1cc(-c2ccc(OC)c(OC)c2)n[nH]1	97	3
CCO/C(C)=C1\C(=O)Nc2ccccc21	·	5
CCOC(=O)c1sc(NC(=O)c2c(-c3ccccc3)noc2C)c(C(=O)OCC)c1C	·	5
CCOC(=O)C1CCN(S(=O)(=O)Cc2ccccc2)C1=O (configuration not stated)	99&88	1
O=C(/C=C/Nc1ccc(Cl)c([N+](=O)[O-])c1)c1ccccc1	·	-1
N#Cc1cc2c([nH]c1=S)CCCCCC2	94	2
COCCCNC(=O)c1ccc(N(C)S(C)(=O)=O)cc1	65	11
COC(=O)c1cc(C(=O)N2CCCC(C)C2)cc([N+](=O)[O-])c1 (configuration not stated)	·	-7
O=C(CSC1CCCCC1)Nc1nccs1	95	-5
COC(=O)c1c(NC(=O)CCN2C(=O)c3ccccc3C2=O)sc2c1C(C(=O)OC)CC2 (configuration not stated)	·	-16
CCOc1cc(C2NC(=O)NC(O)(C(F)(F)F)C2C(=O)c2ccc(Cl)cc2)ccc1O (configuration not stated)	82	7
CCOc1ccccc1NC(=O)c1ccc(I)cc1	·	4
CN(c1ccc(OCc2nnc(-c3ccccc3)o2)cc1)S(=O)(=O)c1ccccc1	76	9
CCOC(=O)C1=C(C)N=c2s/c(=C\c3ccc4c(c3)OCO4)c(=O)n2C1c1ccc(OC(C)=O)cc1 (configuration not stated)	·	2
O=C(Nc1ncc([N+](=O)[O-])s1)c1ccccc1F	51	·
Cc1cccc(N2CCN(C(=O)CCn3c(=O)[nH]c4ccccc4c3=O)CC2)c1C	68	2
O=[N+]([O-])c1cccc(C2=Nc3ccccc3NC(c3ccccc3)C2)c1 (configuration not stated)	·	9
C=CCC1(C#N)C(=S)NC2=C(C(=O)CC(C)(C)C2)C1c1ccc(Br)cc1 (configuration not stated)	·	0
SMILES	BAP1 inh	HePTP inhibitor
Cc1cc(C)c(C=C2C(=O)c3ccccc3C2=O)cc1C	·	7
COc1cc(OC)c(Nc2cc(C)nc3nc(C)nn23)cc1Cl	95	3
COc1ccc(-n2nc(C(=O)N3CCCCC3)c3ccccc3c2=O)cc1	114	7
N#CCCn1cc(C(CC(=O)c2ccccc2)C(=O)O)c2ccccc21 (configuration not stated)	74	·
COc1cccc(OCC(O)CN2CCC(Cc3ccccc3)CC2)c1 (configuration not stated)	96	13
CC(=Nc1ccc(C)c(C)c1)C1=C(O)CCC1=O	75	4
Cc1csc(NC(=O)c2ccco2)n1	89	3&-14
O=C1CC(c2ccc(F)c(F)c2)c2cc(Br)c3ccccc3c2N1 (configuration not stated)	·	4
CC(C)(C)NC(=O)c1ccc(-c2ccc(Br)cc2)o1	·	-4
COc1ccc2cc(C(=O)NCc3ccco3)c(=O)oc2c1	·	11
O=C1NC(=O)N(c2ccc(Br)cc2)C(=O)/C1=C/c1ccco1	·	104*
O=C(c1ccccc1C(=O)N1CCN(c2ccc(F)cc2)CC1)N1CCN(c2ccc(F)cc2)CC1	174	12
Cc1cc(N2C(=O)NC(=O)/C(=C\c3ccc(C(=O)O)cc3)C2=O)ccc1Br	·	-7
COC(=O)c1cc2ccccc2c(=O)s1	81	14
O=C(OCC(=O)N1CCN(C(=O)c2ccco2)CC1)c1ccccc1C(=O)c1ccccc1	91	-11
COc1ccc(N2C(=O)/C(=C/c3ccc(-c4ccc(C(=O)O)cc4)o3)C(=O)NC2=S)cc1	·	4
CC(C)CC(=O)Nc1ccc2oc(-c3ccncc3)nc2c1	83	-17
COc1cccc(-c2nn(C)c3sc(C(=O)NCc4ccco4)cc23)c1	·	5
O=C(NCCc1ccccc1)C1CCCN1C(=O)Nc1ccc(F)cc1 (configuration not stated)	106	3
O=C(CCCn1c(=S)[nH]c2ccsc2c1=O)NCc1ccco1	99	·
CCN1CCN(C(c2cc3cccc(C)c3[nH]c2=O)c2nnnn2Cc2ccccc2)CC1 (configuration not stated)	67	-5
CCN(C(=O)c1ccccc1F)c1ccccc1	·	8
O=S(=O)(c1ccc(S(=O)(=O)N2CCCN(Cc3ccccc3)C2)cc1)N1CCCCCC1	69	11
COC(=O)c1ccc(-n2nnnc2SCC(=O)Nc2cc(OC)ccc2OC)cc1	100	2
C=CCc1ccccc1OCCOc1ccc(/C=N/n2cnnc2)cc1OC	·	-1
SMILES	BAP1 inh	HePTP inhibitor
COc1ccc(N=c2scc(-c3ccc4c(c3)OCCO4)n2CCO)cc1	145	·
CCCCNC(=O)c1c(C)cc(=O)oc1C	78	5
O=C(Cc1cccs1)Nc1ccon1	·	3
COc1cccc(NC(=O)c2ccccc2C(F)(F)F)c1	·	3
Cn1c(-c2ccccn2)nc2ccccc21	·	-5
CNC(=S)NC12CC3CC(CC(C3)C1)C2	·	-13
O=C(c1nn2c(c1Br)NC(c1cccs1)CC2C(F)(F)F)N(Cc1ccccc1)Cc1ccccc1 (configuration not stated)	·	4
C=C(C)CSc1nc2sc3c(c2c(=O)n1CC(=C)C)CC(C)(C)OC3	·	-13
Cc1ccc(Cn2ncc3c(N4CCN(Cc5ccc(Cl)cc5)CC4)ncnc32)cc1	·	10
O=C(Nc1ccc(Br)cc1F)c1sccc1-n1cccc1	164	-5
O=c1c(-c2ccc3c(c2)OCCO3)coc2c(CN3CCOCC3)c(O)ccc12	·	6
Cc1ccc(Nc2nc3nonc3nc2N)c(C)c1	·	8
CCCCC(=O)c1c(O)c2ccccc2oc1=O	94	3
O=S(=O)(c1cccs1)N1CCN(c2ncccn2)CC1	·	1
Cc1ccc(-n2c(C)cc(C(=O)CSc3nnnn3C)c2C)cc1	101	4
CCn1ncc(C2=NOC(C(=O)NCc3ccccc3)C2)c1C (configuration not stated)	109	0
COc1ccc(OC)c(C2C(C#N)=C(N)Oc3c2c(C)nn3-c2ccc(C)cc2)c1 (configuration not stated)	69	0
COc1ccc(CN2CCN(Cc3cccc([N+](=O)[O-])c3)CC2)cc1Br	·	-8
CCCSc1nnc(N2C(=O)CC(c3ccsc3)C3=C2CCCC3=O)s1 (configuration not stated)	98	8
O=C(O)c1ccc(NCc2ccc3c(c2)OCO3)cc1	114	-5
Cc1ccc(S(=O)(=O)NCCSCc2ccc(Br)cc2)cc1	·	0
Nc1ccc2[nH]ncc2c1	96	-10
Cc1ccc(-n2nnnc2SCC(=O)NCCC2=CCCCC2)c(C)c1	66	9
COc1ccc(NC(=O)c2cccc(F)c2)cc1	·	-5
Clc1ccccc1OCCN1CCCCC1	81	0

Random excerpt: 7 entries already listed.
SMILES	BAP1 inh	HePTP inhibitor
N#Cc1cc2c([nH]c1=S)CCCCCC2	94	2
C=C(C)Cn1c(COc2cccc(C)c2)n[nH]c1=S	·	-1
NC(=O)c1ccccc1NC(=O)c1cccc(Cl)c1	·	-5
O=C(OCC(=O)N1CCN(C(=O)c2ccco2)CC1)c1ccccc1C(=O)c1ccccc1	91	-11
O=C(Cc1cccs1)Nc1ccon1	·	3
CCOC(=O)C1=C(C)N=c2s/c(=C\c3ccc4c(c3)OCO4)c(=O)n2C1c1ccc(OC(C)=O)cc1 (configuration not stated)	·	2
Cn1c(-c2ccccn2)nc2ccccc21	·	-5

An excerpt from above in order of the HePTP inhibitor value, highest first:
SMILES	BAP1 inh	HePTP inhibitor
COc1cccc(NC(=O)c2ccccc2C(F)(F)F)c1	·	3
O=S(=O)(c1cccs1)N1CCN(c2ncccn2)CC1	·	1
COc1ccc(NC(=O)c2cccc(F)c2)cc1	·	-5

(list continues)
SMILES	BAP1 inh	HePTP inhibitor
O=C(Nc1ccccc1C(=O)OCn1nnc2ccccc2c1=O)c1ccco1	·	10
CCOc1ccc(N(CC(=O)Nc2ccc(Cl)cc2C)S(C)(=O)=O)cc1	·	4
CCOC(=O)N1CCN(C2=NC3(CCCCC3)C(C#N)C(=O)N2)CC1 (configuration not stated)	102	-9
Cc1ccc(CNC(=O)COC(=O)c2c(C)noc2C)cc1	103	-5
CN1C(=O)C(=Cc2ccc(-c3cc(Cl)ccc3Cl)o2)C(=O)N(C)C1=O	·	6
CS(=O)(=O)N(CC(=O)NCc1ccccn1)c1ccc2c(c1)OCCO2	130	5
Cc1nonc1N=Cc1cc(I)cc(I)c1O	·	-20
Cn1c(SCC(=O)NC2CCCC2)nc2cccnc21	107	-2
Cc1ccc2[nH]c(=O)c(C(c3nnnn3CC3CCCO3)N3CCCc4ccccc43)cc2c1 (configuration not stated)	67	-5
Cc1ccccc1NC(=O)c1c(NC(=O)c2ccccc2C)sc2c1CCCCC2	·	5
